# Source: PubChem BioAssay
# MIN6 prolif = inducers of MIN6 beta-cell proliferation, primary screen, ATP luminescence, uHTS; MIN6 cells proliferation, ATPlite luminescence, 48 h; cells starved in 0.2% serum; 100% = growth in 10% serum; proliferation, % at 10 µM; hit rate 0.29% among 330,000;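 active = compounds whose signal lies at least 3.5 SD above the mean of all wells on their plate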;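 also: 0% = DMSO-treated cells in low-serum medium and 100% = 10% serum control; some compounds called inactive have numbers as strong as hits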
# hIAP act = human IAP activators, primary screen, biochemical, luminescence, uHTS | Intestinal-type alkaline phosphatase (Homo sapiens), P09923 | hit rate 0.16% among 330,000 | purified human IAP, CDP-Star luminescence, 30 min; hits give high values; 1 = vehicle-only enzyme, 0 = enzyme-free background | activation factor at 10 µM | AID 2524, 2010;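 active = activation factor of the enzyme at least 2-fold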; also: the source names both 10 and 20 µM as test concentration; values of inactives mirror those of a sister screen read the other way
# Target sequence (P09923 whole entry, looked up): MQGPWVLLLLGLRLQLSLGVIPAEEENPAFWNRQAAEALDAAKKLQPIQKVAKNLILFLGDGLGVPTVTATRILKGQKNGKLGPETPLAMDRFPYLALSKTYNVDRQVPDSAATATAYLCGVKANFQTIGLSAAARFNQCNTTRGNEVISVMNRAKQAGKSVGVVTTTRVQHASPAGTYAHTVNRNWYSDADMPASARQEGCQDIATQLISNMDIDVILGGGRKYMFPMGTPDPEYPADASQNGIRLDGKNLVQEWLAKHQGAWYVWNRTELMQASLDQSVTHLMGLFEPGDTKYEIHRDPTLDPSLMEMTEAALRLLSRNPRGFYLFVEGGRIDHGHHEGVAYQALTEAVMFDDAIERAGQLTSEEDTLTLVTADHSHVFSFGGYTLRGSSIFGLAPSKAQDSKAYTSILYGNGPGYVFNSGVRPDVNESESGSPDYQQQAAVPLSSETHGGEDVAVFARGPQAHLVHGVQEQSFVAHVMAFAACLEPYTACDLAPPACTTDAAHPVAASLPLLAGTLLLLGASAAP
# APOBEC3A inh = APOBEC3A ssDNA deaminase inhibitors, primary screen, selectivity assay for APOBEC3G inhibitor project, biochemical, FAM/TAMRA oligo cleavage fluorescence. DNA dC->dU-editing enzyme APOBEC-3A (Homo sapiens), P31941. recombinant A3A, FAM/TAMRA ssDNA deamination fluorescence. inhibition, % at 20 µM. hit rate 0.41% among 330,000. AID 493011, 2011;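 active = at least 40% inhibition at 20 µM here, with at most 30% in a related deaminase screen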;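 also: plate controls were A3A with DMSO for no effect and wells lacking A3A enzyme for full effect; some results filed as inactive read as strong as hits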
# Target sequence (P31941 whole entry, looked up): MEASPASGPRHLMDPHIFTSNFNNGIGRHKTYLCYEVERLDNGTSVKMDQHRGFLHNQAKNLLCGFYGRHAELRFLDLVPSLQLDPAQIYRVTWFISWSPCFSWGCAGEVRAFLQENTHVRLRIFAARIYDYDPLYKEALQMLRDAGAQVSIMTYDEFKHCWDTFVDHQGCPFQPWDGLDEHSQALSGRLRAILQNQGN
# SENP1 inh = human SENP1 catalytic domain inhibitors, primary screen, biochemical, FRET, uHTS; recombinant SENP1 catalytic domain, CyPet-SUMO1-YPet FRET cleavage; inhibition, % at 10 µM; AID 624204, 2012; Sentrin-specific protease 1 (Homo sapiens), Q9P0U3; hit rate 0.21% among 360,000;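 active = inhibition at least 30% at 10 µM, raw YFP signal under a set limit, fluorescence ratio 0.5 to 1.5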;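 also: 0% = enzyme with DMSO and 100% = no enzyme wells; some results filed as inactive read as strong as hits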
# Target sequence (Q9P0U3 419-644 limits assumed): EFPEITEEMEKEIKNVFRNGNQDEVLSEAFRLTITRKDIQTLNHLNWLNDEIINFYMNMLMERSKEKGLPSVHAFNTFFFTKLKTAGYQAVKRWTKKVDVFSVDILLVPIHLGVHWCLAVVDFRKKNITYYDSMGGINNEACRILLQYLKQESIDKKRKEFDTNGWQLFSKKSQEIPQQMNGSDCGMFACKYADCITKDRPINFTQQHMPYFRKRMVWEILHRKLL
#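 Assay system – human recombinant His6-tagged SENP1 catalytic domain enzyme · Input – SENP1 enzyme, 20 pM final · Buffer or medium – Tris pH 8 buffer plus EDTA, NaCl, BME, BSA, NP40, catalase · Schedule – 50 min reaction at room temperature · Technique – FRET read of cyan and yellow fluorescence · Control set – no-enzyme wells low, DMSO-plus-enzyme wells high control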
# hIAP block = human IAP inhibitors, primary screen, biochemical, luminescence, uHTS; hit rate 0.12% among 330,000; inhibition, % at 10 µM; purified IAP, CDP-Star luminescence, 30 min; Intestinal-type alkaline phosphatase (Homo sapiens), P09923;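 active = inhibition reaching a set limit with compound at 10 µM in the primary screen, cut at about 35% in these data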;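 also: plate controls were DMSO wells with enzyme for no effect and no-enzyme buffer wells for full effect; values of inactives mirror those of a sister screen read the other way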
# mIAP act = activators of mouse IAP, primary screen, biochemical, luminescence, uHTS | muIAP, CDP-Star luminescence, 30 min; hits give high values; 1 = vehicle-only enzyme signal, 0 = enzyme-free wells | activation factor at 10 µM | hit rate 0.24% among 330,000;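 active = activation factor of at least 2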; also: the source names both 10 and 20 µM as test concentration; values of inactives mirror those of a sister screen read the other way
#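 System: Mouse IAP enzyme | Also added: CDP-Star substrate | Dosing: Compounds dispensed in DMSO | Schedule: 30 min enzyme-substrate-compound incubation at room temperature | Technique: Chemiluminescence readout | Control set: DMSO-only wells and no-enzyme negative control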
# NALP3 yeast inh = NALP3 inflammasome inhibitors in reconstituted yeast, primary screen, luminescence, uHTS. Yeast reconstituted NLRP3/ASC/caspase-1, beta-gal luminescence, 24 h. inhibition, % at 10 µM. hit rate 0.39% among 330,000. AID 2825, 2010;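 active = inhibition of 50% or more; inactive = inhibition below 50%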;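 also: plate controls were induced DMSO wells for no effect and uninduced yeast grown without galactose for full effect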
# mIAP block = inhibitors of mouse IAP, primary screen, biochemical, luminescence, uHTS. intestinal alkaline phosphatase [Mus musculus]. hit rate 0.2% among 330,000. purified mouse IAP, CDP-Star luminescence, 30 min. inhibition, % at 10 µM;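 active = inhibition of at least 40% at 10 µM in the primary screen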;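 also: plate controls were DMSO with enzyme for no effect and no enzyme wells for full effect; values of inactives mirror those of a sister screen read the other way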
# A3G deaminase = APOBEC3G DNA deaminase inhibitors, primary screen, biochemical, fluorescence, single-stranded DNA substrate, uHTS; recombinant A3G, ssDNA deamination FAM/TAMRA fluorescence; inhibition, % at 20 µM; hit rate 0.28% among 330,000; AID 493012, 2011;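 active = inhibition of at least 40% at 20 µM, with no more than 30% in the related APOBEC3A deaminase screen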;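 also: plate controls were DMSO wells with A3G for no effect and wells lacking A3G enzyme for full effect; some compounds called inactive have numbers as strong as hits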
# * = called active by the depositor; & = joins results of further samples.
SMILES,MIN6 prolif,hIAP act,APOBEC3A inh,SENP1 inh,hIAP block,mIAP act,NALP3 yeast inh,mIAP block,A3G deaminase
O=C1C=C(Nc2ccc(Cl)cc2)C(=O)N1c1ccc(Cl)cc1,2,0.98,-1,34*,2,1,8,-2,-2
CCCn1c(SCC(=O)Nc2cc(C(=O)O)ccc2C)nc2sc3c(c2c1=O)CCC3,6,0.95,-3,0,5,1.1,4,-5,-10
CCCNCC1C(Oc2ccc(Cl)cc2)C(=O)N1c1ccccc1C (stereo not given),-4,0.9,-2,2,10,1,9,-2,-10
O=C(NCCOc1ccccc1F)Nc1ccc(Br)cc1,-2,1,0,-5,-4,2.2*,6,-120,-4
CCN(CC)S(=O)(=O)c1ccc(C(=O)NNC(=O)C2COc3ccccc3O2)cc1 (stereo not given),-2,1.2,-3,1,-24,1.1,11,-11,-7
Cc1ccc(CCNC(=O)C2CC(=O)N(C3CCCCC3)C2)cc1 (stereo not given),1,1,-4,-1,-2,1.1,18,-9,-4
COc1ccc(/C=N/N2CCN(Cc3ccc(C)cc3)CC2)cc1Br,-1,1,-8,0,-2,0.95,25,5,-8
O=C(Nc1cccc(S(=O)(=O)Nc2ccc(Cl)cc2)c1)c1cc2c(s1)CCCC2,-3,1.1,-5,0,-7,1,1,-1,-8
CC1(C)CC(=O)C(N=Nc2cccc([N+](=O)[O-])c2)=C(O)C1,-2,0.83,4,-3,17,0.99,3,1,-2
COc1cccc(C2CC(c3ccccc3)=NN2S(=O)(=O)c2ccc(C)cc2)c1OC (stereo not given),-1,0.93,-1,-51,7,0.97,9,3,-5
COC(=O)c1nn(-c2ccc(OC)cc2)c(=O)cc1O,3,0.95,-2,2,5,1,26,-5,-1
O=c1cc(O)nc(SCc2ccccc2)n1-c1ccc(F)cc1,-4,1,4,1,0,1,19,-4,1
COc1ccccc1-c1noc(CCCC(=O)NC2CCCCC2)n1,-3,0.95,-3,-2,5,0.96,0,4,-8
CNS(=O)(=O)c1cccc2cccnc12,0,1,0,-1,-2,1,5,0,-3
O=C(O)[C@H]1CCCC[C@H]1C(=O)NCCNC(=O)[C@@H]1CCCC[C@@H]1C(=O)O,-2,1,-6,1,0,0.96,29,4,-9
CCOC(=O)C(C(=O)OCC)N(C#N)c1nc(SC)nc(N(C)C)n1,2,1.1,3,0,-12,0.94,9,6,-1
CCC(CC)C(=O)Nc1cccc(C(=O)Nc2ccc(S(N)(=O)=O)cc2)c1,0,0.95,-4,1,5,0.96,11,4,-7
CCC(=O)c1ccc(OC(C)C(=O)NC2(C#N)CCCCC2)cc1 (stereo not given),0,1.1,-3,-1,-14,0.93,9,7,-5
Cc1nnc(SCC(=O)NCCC2=CCCCC2)[nH]c1=O,-5,0.94,-1,2,6,1.1,14,-9,-3
CSc1nc2nc(C(F)(F)F)cc(-c3ccccc3)n2n1,1,0.86,-3,0,14,1,13,-3,-5

# Four compounds already listed, arranged by the value under mIAP act, highest first:
SMILES	hIAP act	APOBEC3A inh	SENP1 inh	hIAP block	mIAP act	NALP3 yeast inh	mIAP block	A3G deaminase
CCCn1c(SCC(=O)Nc2cc(C(=O)O)ccc2C)nc2sc3c(c2c1=O)CCC3	0.95	-3	0	5	1.1	4	-5	-10
CSc1nc2nc(C(F)(F)F)cc(-c3ccccc3)n2n1	0.86	-3	0	14	1	13	-3	-5
CC1(C)CC(=O)C(N=Nc2cccc([N+](=O)[O-])c2)=C(O)C1	0.83	4	-3	17	0.99	3	1	-2
COc1ccc(/C=N/N2CCN(Cc3ccc(C)cc3)CC2)cc1Br	1	-8	0	-2	0.95	25	5	-8

# A different layout for part of the listing above:
SMILES	MIN6 prolif	hIAP act	APOBEC3A inh	SENP1 inh	hIAP block	mIAP act	NALP3 yeast inh	mIAP block	A3G deaminase
Cc1nnc(SCC(=O)NCCC2=CCCCC2)[nH]c1=O	-5	0.94	-1	2	6	1.1	14	-9	-3
CSc1nc2nc(C(F)(F)F)cc(-c3ccccc3)n2n1	1	0.86	-3	0	14	1	13	-3	-5

# Following part:
SMILES,MIN6 prolif,hIAP act,APOBEC3A inh,SENP1 inh,hIAP block,mIAP act,NALP3 yeast inh,mIAP block,A3G deaminase
Cc1csc(CNC(=O)CC2C(=O)NCCN2Cc2ccc(F)cc2Cl)n1 (stereo not given),-1,0.87,-5,-15,13,0.92,6,8,-7
COc1ccc(C2(O)CCN(C(=O)NC3CCCCC3)CC2)cc1,2,0.95,-1,1,5,1.1,3,-7,-1
O=C(Cc1ccc(Br)cc1)Nc1cccc(-c2cn3c(n2)SCC3)c1,-2,1.1,-4,2,-8,1.1,-4,-14,-4
CC(C)Oc1ccc(C(=O)NC(=S)Nc2ccc(CN3CCOCC3)cc2)cc1,-5,0.96,3,0,4,0.93,13,7,-2
CCN1C(=O)CSc2ccc(C(=O)NCCCN3CCOCC3)cc21,0,1.1,1,1,-9,0.93,16,7,-2
O=C(NCCCN1CCOCC1)C1CC(=O)N(c2ccccc2)C1 (stereo not given),-1,0.95,-6,1,5,1.1,-13,-12,-9
CC(C)(C)NC(=O)CSc1nc2cccnc2n1C1CCCCC1,-4,0.95,-3,1,5,0.91,7,9,-4
O=C(NNC(=O)c1ccccc1Cl)c1csc(N2CCOCC2)n1,5,1.8,-3,7,-76,0.87,8,13,-10
Cc1ccc(S(=O)(=O)N2CCOCC2)cc1C(=O)OCCOc1cccc(Cl)c1,-7,1.1,-3,2,-11,1,22,-3,-8
O=C(NCc1ccc(N2CCCC2=O)cc1)C1CCC(=O)N(Cc2ccccc2F)C1 (stereo not given),3,0.8,-3,2,20,0.97,11,3,-6
CCC1CCCCN1C(=O)N[C@@H](CCSC)C(=O)OC (stereo not given in full),1,1.1,-3,0,-13,1,-6,0,-6
COC(=O)c1c(NC(=O)CSc2ncnc3c2cnn3-c2ccccc2Cl)sc2c1CCCC2,-4,0.93,-1,-4,7,0.9,1,10,-1
CC(NS(=O)(=O)c1ccc(Br)cc1)C(=O)Nc1nc2ccccc2[nH]1 (stereo not given),-2,2.1*,-1,-7,-112,0.88,16,12,-5
COC(=O)c1c(NC(=O)/C=C/C(=O)O)sc(C)c1-c1ccc(C)c(C)c1,0,1.1,0,2,-5,0.95,4,5,1
CCOC(=O)C1CN(S(=O)(=O)c2ccccc2)c2cc(S(=O)(=O)CC)ccc2O1 (stereo not given),-1,1,0,2,0,0.99,15,1,0
COC(=O)c1cn(NC(=O)c2cc(OC)c(OC)c(OC)c2)c(=O)c2ccccc12,-3,1.1,-4,2,-12,1.1,4,-5,-6
Cc1cccc(N(CC(=O)NCc2ccccc2)C(=O)Cn2nnc(-c3ccc(C)o3)n2)c1,-5,0.99,1,2,0,1.1,-6,-12,-1
C/C(=N\NC(=O)CCC(=O)NCc1ccccc1)c1ccco1,-3,0.81,-1,1,19,0.91,23,9,-3
COc1ccccc1CP(=O)(c1ccccc1)c1ccccc1,-1,1,6,0,-4,1,9,-4,0
O=C(NC(=S)Nc1ccc(Oc2ccccc2)cc1)c1ccc(Cl)cc1,-4,0.92,1,0,8,0.84,13,16,3

# In another format: 2 of the compounds above
# Values run as follows: MIN6 prolif | hIAP act | APOBEC3A inh | SENP1 inh | hIAP block | mIAP act | NALP3 yeast inh | mIAP block | A3G deaminase
> O=C(NC(=S)Nc1ccc(Oc2ccccc2)cc1)c1ccc(Cl)cc1
→ -4 | 0.92 | 1 | 0 | 8 | 0.84 | 13 | 16 | 3
> Cc1cccc(N(CC(=O)NCc2ccccc2)C(=O)Cn2nnc(-c3ccc(C)o3)n2)c1
→ -5 | 0.99 | 1 | 2 | 0 | 1.1 | -6 | -12 | -1

# Remaining list, next part.
SMILES,MIN6 prolif,hIAP act,APOBEC3A inh,SENP1 inh,hIAP block,mIAP act,NALP3 yeast inh,mIAP block,A3G deaminase
CCN(CC)C(=S)SCC(=O)c1c(C)[nH]c2ccccc12,0.0*,0.95,0,-1,5,1.1,33,-14,-5
COc1ccc(N2CCN(C(=O)CNC(=O)Cn3c(C)cc4ccccc4c3=O)CC2)cc1,-1,1,-2,-1,-2,0.9,2,10,-1
Cc1cccc(-c2nc(CS(=O)CC(=O)NCCCSC3CCCCC3)c(C)o2)c1 (stereo not given),-4,1,-5,-2,-4,1.1,0,-7,-9
COc1ccc(OC)c(CNC(=O)CCn2nc(C)c3c(C)n(-c4ccccc4)nc3c2=O)c1,1,0.9,-3,2,10,1,-1,-1,-2
COc1ccc(C(=O)Nc2ccccc2C(=O)N2CCCCCC2)cc1OC,6,1.1,-2,0,-11,0.96,16,4,-5
CS(=O)(=O)NN1C(=O)c2ccccc2NC1c1cccs1 (stereo not given),1,0.9,-3,-4,10,0.93,3,8,-6
Cc1cc(N2CCN(C)CC2)nc2ccc(NC(=O)CCC(=O)NCc3ccco3)cc12,-2,1.1,2,-8,-9,0.99,-18,1,-4
Cc1ccc(-c2noc(CCCC(=O)Nc3cccnc3)n2)cc1,-1,1.1,-1,4,-12,1,-2,-5,-2
CCOC(=O)N1CCN(c2c(NCc3ccc(F)cc3)c(=O)c2=O)CC1,-4,1.2,-9,4,-20,1.1,-4,-5,-3
Brc1c(CSc2nncc3ccccc23)nc2ccccn12,0,1,-2,-34,-2,1.2,10,-16,-5
COc1ccccc1N1CCN(c2nccc(C)n2)CC1,4,0.96,-7,0,4,1.1,51*,-6,-9
NC(=O)CSc1nnc2ccc(-c3ccco3)nn12,-1,1.1,1,0,-8,1,-6,-2,-5
CC1(C)CC(=O)C=C(NNC(=O)C2CCCCC2)C1,2,1.1,1,-1,-6,1,19,0,1
CS(=O)(=O)c1cccc(NC(=O)C2CC2)c1,-3,0.98,-1,2,2,1,6,-1,-4
O=C(Nc1nnc(Cc2ccccc2)s1)c1cnccn1,-3,1.1,1,2,-12,0.92,26,8,-3
N#C/C(=C\c1cccs1)C(=O)NCc1ccccc1,3,0.92,-5,-1,8,1,14,-2,-6
COc1ccc(CC(=O)NNC(=O)COc2ccc(F)cc2)cc1S(=O)(=O)N1CCOCC1,-1,1.3,-5,1,-33,1.1,-10,-5,-5
O=C1COc2ccc(S(=O)(=O)Nc3ccc(F)cc3)cc2N1,-1,1.2,0,3,-17,0.96,6,4,-1
CCN=C1SC(CC(=O)Nc2ccccc2)C(=O)N1CC (stereo not given),1,1,2,-1&1,-2,1.1,17,-5,-6

# Structures listed so far shown as hits in NALP3 yeast inh:
SMILES | hIAP act | APOBEC3A inh | SENP1 inh | hIAP block | mIAP act | NALP3 yeast inh | mIAP block | A3G deaminase
COc1ccccc1N1CCN(c2nccc(C)n2)CC1 | 0.96 | -7 | 0 | 4 | 1.1 | 51* | -6 | -9

# These rows are one share of the data; count on the stated rates, not on these rows.
